# L3MBTL1 block = qHTS Assay for the Inhibitors of L3MBTL1; AlphaScreen L3MBTL1–H3K9me1 peptide binding; Potency, µM (highest dose often 57.1 µM), without a hit: at the highest dose activity, negative = inhibition, most hits filed as inhibitors; 230,000 tested, 0.66% active; note: potency is the fitted concentration of half-maximal effect; % is set by controls: 0 for no effect and ±100 for the full control effect; nearly all actives have a fitted effect of over 60% in size
#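 Displacement of a biotinylated histone H3(1-15) peptide monomethylated at Lys9 (75 nM) from L3MBTL1 (50 nM) was measured by AlphaScreen after a 30 min room-temperature compound incubation; cefsulodin titration served as intraplate control.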
# IMPase Li inh = qHTS Assay for Identifying the Cell-Membrane Permeable IMPase Inhibitors: Potentiation with Lithium. CHO-M1 cells, IP1 TR-FRET (IP-One), carbachol + lithium. Potency, µM (highest dose often 59.4 µM), for inactives: at the top dose activity, negative = IMPase inhibition, most hits filed as inhibitors. 210,000 tested, 0.35% active;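 note: IP1 builds up when IMPase is blocked and the TR-FRET signal falls; potency is the fitted concentration of half-maximal effect; plate controls were basal vehicle for no effect and high inhibitor control for full effect; nearly all actives have a fitted effect of over 50% in size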
#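 CHO cells stably expressing M1 receptor (2000/well, cultured 16–30 h) treated 30 min at 37C with compound plus low lithium. Cytosolic IP1 by TR-FRET (665/620 ratio and 620 channel) after 10 min lysis; AC50 by Hill fit.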
# Epigenetic reg = Quantitative High-Throughput Screen for Regulators of Epigenetic Control; Potency, µM (titrated, usually from 53.9 µM), for inactives: at the top dose GFP activation, hits mostly activators; 280,000 tested, 0.2% active; AID 1865, 2009; murine LDR cells, GFP reporter derepression, 30 h; note: potency is the fitted concentration of half-maximal effect; % of control where 0% means no effect; nearly all actives have a fitted effect of over 60% in size
#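 Murine LDR cells bearing a silenced CMV-driven GFP reporter were exposed to compound for 30 h at 37 C. After PBS washes, GFP-positive cells (20-120 um objects) counted by laser-scanning microplate cytometry.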
# NPSR antag = qHTS Assay for Antagonists of the Neuropeptide S Receptor: cAMP Signal Transduction. Q6W5P4. CHO-NPSR cells, cAMP TR-FRET, antagonist mode. Potency, µM (series often up to 38.3 µM), for inactives: at the top dose activity change, negative = inhibition, usual class: inhibitors. 220,000 tested, 1% active. AID 1461, 2008; note: potency is the fitted concentration of half-maximal effect; % is set by controls: 0 for no effect and ±100 for the full control effect; nearly all actives have a fitted effect of over 50% in size; many of its hits are not listed in these tables
# Target sequence (Q6W5P4 whole entry, looked up): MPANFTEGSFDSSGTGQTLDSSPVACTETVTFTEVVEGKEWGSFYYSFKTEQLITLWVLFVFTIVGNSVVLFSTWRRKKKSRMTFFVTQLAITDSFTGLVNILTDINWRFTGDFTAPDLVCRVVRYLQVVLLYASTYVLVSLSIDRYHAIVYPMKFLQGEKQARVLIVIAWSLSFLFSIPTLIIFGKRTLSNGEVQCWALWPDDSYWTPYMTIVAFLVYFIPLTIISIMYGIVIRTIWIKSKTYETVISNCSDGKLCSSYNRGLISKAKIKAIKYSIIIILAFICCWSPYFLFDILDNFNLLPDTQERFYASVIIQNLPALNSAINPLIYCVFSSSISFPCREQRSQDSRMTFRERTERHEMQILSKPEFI
# CBFb RUNX1 block = qHTS Assay for Compounds Blocking the Interaction Between CBF-beta and RUNX1 for the Treatment of Acute Myeloid Leukemia; Runt-related transcription factor 1 (Homo sapiens) + Core-binding factor subunit beta …; AlphaScreen CBFb-His/RUNX1-biotin binding, biochemical; Potency, µM (doses to about 59.8 µM), for the others: top-dose activity, negative = inhibition, hits mostly inhibitors; 230,000 tested, under 10 active; AID 1477, 2009; note: % of control where 0% means no effect
# Target sequence (Q01196 whole entry, looked up): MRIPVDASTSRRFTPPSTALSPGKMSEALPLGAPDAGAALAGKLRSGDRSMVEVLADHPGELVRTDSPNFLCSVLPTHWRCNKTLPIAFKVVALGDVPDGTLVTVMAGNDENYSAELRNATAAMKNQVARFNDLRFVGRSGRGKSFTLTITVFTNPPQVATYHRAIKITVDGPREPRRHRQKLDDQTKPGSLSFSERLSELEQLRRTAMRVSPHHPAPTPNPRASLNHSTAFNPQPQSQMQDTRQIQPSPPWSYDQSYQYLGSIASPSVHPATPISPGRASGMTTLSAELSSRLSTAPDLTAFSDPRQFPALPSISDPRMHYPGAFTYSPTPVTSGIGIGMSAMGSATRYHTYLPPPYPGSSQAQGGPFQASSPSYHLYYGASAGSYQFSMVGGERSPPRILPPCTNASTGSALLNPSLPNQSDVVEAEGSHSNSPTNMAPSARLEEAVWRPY
# Target sequence (Q13951 whole entry, looked up): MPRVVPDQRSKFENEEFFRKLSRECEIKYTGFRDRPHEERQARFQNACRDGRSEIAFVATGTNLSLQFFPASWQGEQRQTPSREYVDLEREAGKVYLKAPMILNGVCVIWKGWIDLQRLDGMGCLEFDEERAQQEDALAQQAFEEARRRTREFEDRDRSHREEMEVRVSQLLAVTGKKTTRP
#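 Interaction loss through any mechanism counts as activity. Pre-formed complex of His-CBF-beta and biotin-RUNX1 (30 nM apiece) is incubated with compound 15 min, then with 50 ng nickel and 50 ng streptavidin beads for 90 min before AlphaScreen detection.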
# HttQ103 aggreg = qHTS Multiplex Assay to Identify Dual Action Probes in a Cell Model of Huntington: Aggregate Formation (GFP) | PC12 HttQ103-GFP aggregates, Acumen cytometry, 40 h | Potency, µM (series often up to 46.1 µM), without a hit: at the highest dose activity change, negative = inhibition, actives largely listed as inhibitors | 220,000 tested, 1.1% active; note: potency is the fitted concentration of half-maximal effect; % is set by controls: 0 for no effect and ±100 for the full control effect; nearly all actives have a fitted effect of over 60% in size
#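 Ecdysone-promoter PC12 model expressing HTT exon 1 Q103 fused to GFP, induced by tebufenozide at 100 nM final. Compounds titrated; aggregates sized 1–25 µm scored on a 488 nm laser cytometer.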
# Luc counter = Counterscreen for Luciferase (Kinase-Glo TM) Inhibition. Luciferin 4-monooxygenase (Photuris pensylvanica), Q27757. Kinase-Glo luciferase, ATP luminescence, 8 min. Potency, µM (doses to about 38.3 µM), for inactives: at the highest dose activity change, negative = inhibition, usual class: inhibitors. 200,000 tested, 0.28% active; note: potency is the fitted concentration of half-maximal effect; % is set by controls: 0 for no effect and ±100 for the full control effect; nearly all actives have a fitted effect of over 60% in size
#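 Compound is pinned into ATP-containing buffer (10 uM ATP, imidazole pH 7.2, 7 mM MgCl2). Kinase-Glo luciferase reagent is then added. Light output is recorded following an 8-min room-temperature incubation.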
# An asterisk follows results filed as active; ? = inconclusive; . = no result given; & = joins results of further samples; [ ] = remark or other dose. Calls come from the whole dose curve; as a rule, active = well fitted curve in the direction sought with a large enough effect; inconclusive = small, poorly fitted or top-dose-only effect, or another doubt; inactive = no such curve, though single readings can be large; an effect the other way counts as inactive or inconclusive. Not all compounds are listed, so the mix of outcomes need not match the whole.
# A first look:
SMILES,L3MBTL1 block,IMPase Li inh,Epigenetic reg,NPSR antag,CBFb RUNX1 block,HttQ103 aggreg,Luc counter
CCCn1c(SCC(=O)Nc2nnc(C)s2)nnc1-c1ccoc1C,23%,-11%[38.3 µM],0.3%,-13%[7.67 µM],5%,-1%,1%
Cc1nc2c(c(=O)n1CCC1=CCCCC1)c1nc3ccccc3nc1n2/N=C/c1ccccc1,.,48%[activator][38.3 µM],?,-11%[46.1 µM],-8%,0%,-2%
Cc1ccc(SCc2[nH]nc3c2C2(C(=O)Nc4ccc([N+](=O)[O-])cc42)C(C#N)=C(N)O3)cc1 (stereo unspecified),-8%,3%[38.3 µM],3.9%,-15%[46.1 µM],-12%,?,6%
CN=c1scc(-c2ccccc2Br)n1/N=C/c1ccc[nH]1,?,17%,5.8%,-25%,?,-13%,-9%

# This part in full, repeating the preview:
SMILES,L3MBTL1 block,IMPase Li inh,Epigenetic reg,NPSR antag,CBFb RUNX1 block,HttQ103 aggreg,Luc counter
CCCn1c(SCC(=O)Nc2nnc(C)s2)nnc1-c1ccoc1C,23%,-11%[38.3 µM],0.3%,-13%[7.67 µM],5%,-1%,1%
Cc1nc2c(c(=O)n1CCC1=CCCCC1)c1nc3ccccc3nc1n2/N=C/c1ccccc1,.,48%[activator][38.3 µM],?,-11%[46.1 µM],-8%,0%,-2%
Cc1ccc(SCc2[nH]nc3c2C2(C(=O)Nc4ccc([N+](=O)[O-])cc42)C(C#N)=C(N)O3)cc1 (stereo unspecified),-8%,3%[38.3 µM],3.9%,-15%[46.1 µM],-12%,?,6%
CN=c1scc(-c2ccccc2Br)n1/N=C/c1ccc[nH]1,?,17%,5.8%,-25%,?,-13%,-9%
CCCCCCC(=O)NNC(=O)CC(=O)Nc1ccccc1C(=O)O,5%,1%,-1.0%,34%,-4%,-5%,3%
CSc1ccccc1C(=O)NCCc1ccc(S(=O)(=O)N2CCCCC2)cc1,.,35%[38.3 µM],-0.1%,-6%[46.1 µM],1%,-19%,-2%
CC(=O)c1ccc(NC(=S)NCCc2ccccn2)cc1,3%,0%,1.0%,12%,11%,10%,0%
COc1ccc(-n2cnc3scc(-c4ccc(OC)c(OC)c4)c3c2=O)cc1,-4%,12%,-3.5%,16%,-2%,-15%[9.22 µM],0%
COc1ccc(NC(=O)C(Cc2ccccc2)n2cccc2)c(OC)c1 (stereo unspecified),.,.,1.1%&0.8%,-4%,-12%,-14%[9.22 µM],.
COCCCNCCOCCOc1ccccc1-c1ccccc1,-13%,-4%,-0.3%,17%,.,14%,-3%
COc1ccc(C2CC2/C(C)=N/OC(=O)c2cccs2)cc1 (stereo unspecified),.,27%[38.3 µM],-1.2%,-20%[46.1 µM],8%,8%,-2%
Nc1nc2n(n1)C(c1cccs1)CC(c1ccc(Br)cc1)N2 (stereo unspecified),-5%,.,-1.0%,1%[46.1 µM],-1%,12%,.
CCCOc1ccc(NC(=O)CC2Nc3ccccc3NC2=O)cc1 (stereo unspecified),.,-3%,-2.1%,10%,-4%,17%,0%
CN1CC=C2C(C#N)=C(N)C(C#N)(C#N)[C@H](c3cccs3)[C@H]2C1,-9%,4%,-1.0%,3%[46.1 µM],-6%,-30%,-2%
Cc1cc(C)cc(C(=O)N2CCN=C2c2ccccc2)c1,5%,-5%,-0.9%,1%,0%,-7%,-1%
COc1cc(OC)cc(N(C(=O)c2ccco2)C(C(=O)NC2CCCC2)c2ccc(N(C)C)cc2)c1 (stereo unspecified),-20%,11%[38.3 µM],0.0%,-21%[46.1 µM],-19%,4%,-4%
COC(=O)c1ccc(CSc2nnc(C)s2)cc1,-5%,-11%[38.3 µM],3.0%,-1%[46.1 µM],-2%,1%,-7%
COC(=O)c1cccnc1-n1c(=O)c2cccnc2n(Cc2ccc(Cl)cc2)c1=O,-1%[11.4 µM],42%[activator][38.3 µM],0.0%,-14%[46.1 µM],4%,-17%,0%
Cc1ccc(C(=O)Oc2ccc(C(=O)COC(=O)c3cnccn3)cc2)cc1,.,-3%[38.3 µM],-5.1%,-8%[46.1 µM],1%,-4%,-3%
Cc1nnc(SCCn2c(N3CC(C)CC(C)C3)nc3c2c(=O)n(C)c(=O)n3C)s1 (stereo unspecified),11%,16%[38.3 µM],3.2%,-11%[46.1 µM],9%,8%,2%
FC(F)(F)c1ccncc1-c1nnnn1-c1ccc(Cl)cc1,56%[activator],.,-0.3%,2%[7.67 µM],3%,-4%[9.22 µM],.
O=C(NC(Cc1ccccc1)c1nc2ccccc2[nH]1)c1ccc(Cl)c([N+](=O)[O-])c1 (stereo unspecified),-5%,.,0.0%,-27%[46.1 µM],-5%,7.9µM*,.
COCC(C)OC(=O)C(C#N)c1nc2ccccc2nc1N1CCN(Cc2ccccc2)CC1 (stereo unspecified),-3%,27%[38.3 µM],0.8%,-1%[46.1 µM],1%,?,3%
O=C1c2ccccc2NC(c2ccccc2Cl)N1N=C1CCCCCC1 (stereo unspecified),-3%,8%,-0.9%,-9%,-5%,-2%,-6%
CCCOc1ccc(Cc2nc(N)nc(N)n2)cc1,-3%,-1%[38.3 µM],0.8%,-16%[46.1 µM],-2%,?,3%
# (more compounds)
SMILES,L3MBTL1 block,IMPase Li inh,Epigenetic reg,NPSR antag,CBFb RUNX1 block,HttQ103 aggreg,Luc counter
CCOC(=O)n1c(=O)n(Cc2c(Cl)cccc2Cl)c2ccccc21,0%,-11%[38.3 µM],1.1%,?,-1%,-15%,1%
O=C(CSC1=NNC(c2ccccn2)S1)Nc1cccc(Cl)c1 (stereo unspecified),.,.,-1.0%,15%,?,-17%[9.22 µM],.
COc1ccc(OC)c2sc(NC(=O)C3CC3)nc12,.,-3%[38.3 µM],-0.2%,0%[46.1 µM],-3%,-11%,-2%
CCCCCCN1C2=NCCN2c2ccccc21,.,35%[38.3 µM],-1.9%,11%[46.1 µM],1%,0%,1%
O=C(NCc1ccco1)C12CN(Cc3ccccc3)CC1C(c1ccc([N+](=O)[O-])cc1)=NO2 (stereo unspecified),?,9%[38.3 µM],-0.7%,-29%[46.1 µM],6%,7%,3%
Cc1cc(C)n(CCc2nc(-c3ccc(C)o3)cs2)n1,.,20%[38.3 µM],2.4%,-2%[46.1 µM],-8%,2%,-2%
O=C(C[n+]1cc(-c2ccc(Cl)c(Cl)c2)n2c1CCC2)N1c2ccccc2Sc2ccccc21,31%[activator],23%,-1.1%,-32%,-6%,14%,0%
C=CCSc1nc(=O)n2ccc(C)cc2n1,.,-4%,11%,-3%,-2%,13%,-3%
O=C(O)c1cc(NCc2ccccc2C(F)(F)F)ccc1N1CCOCC1,6%,1%[38.3 µM],0.0%,-6%[46.1 µM],5%,-5%,1%
CC(=O)Nc1ccc(Nc2nc3ccccc3nc2NS(=O)(=O)c2ccccc2)cc1,-1%,.,-1.1%,-50%,4%,-9%[9.22 µM],.
Nc1ccc(C(=O)N/N=C\c2cc(N=Nc3cccc4ccccc34)ccc2O)cc1,-17%,-19%[38.3 µM],-0.9%,-1%[46.1 µM],-24%,?,0%
c1cncc(-c2nccc(-n3ccnc3)n2)c1,.,4%,0.4%,.,.,.,-3%
O=C(CSc1nnnn1-c1cccc2c1CCCC2)N1CCCC1,0%,-2%,6.0%,-18%[46.1 µM],10%,-7%,-4%
O=C(Nc1ccc(-c2nc3ncccc3o2)cc1)c1ccco1,-15%,-4%[38.3 µM],2.9%,-6%[46.1 µM],-7%,13%,0%
Cc1ccc(C)c(NC(=S)NC(NC(=O)Cc2ccccc2)C(Cl)(Cl)Cl)c1 (stereo unspecified),.,37%[activator][38.3 µM],3.5%,?,-1%,8%,-3%
CCn1c(SCC(=O)N=Nc2c(O)[nH]c3ccccc23)nc2ccccc21,-12%,4%,0.0%,-15%,-2%,15%,0%
CCOC(=O)N1CCN(Cc2ccccc2F)CC1,.,-8%[38.3 µM],-1.1%,-11%[46.1 µM],9%,9%,3%
Cc1ccc(CNC(=O)NC23CC4CC(CC(C4)C2)C3)cc1,3%,2%,-1.1%,-33%,5%,-11%,0%
CCCc1cc(=O)[nH]c(SCC(=O)c2cc(C)n(-c3cc(C)on3)c2C)n1,-7%,-5%,-1.6%,-6%,-14%,-18%,-2%
Cc1cc(C)cc(Nc2nc3c([nH]2)c(=O)n(C)c(=O)n3C)c1,-5%[11.4 µM],18%,2.4%,-18%,13%,22%,1%
CCCCCn1c(N2CCN(Cc3ccccc3)CC2)nc2c1c(=O)[nH]c(=O)n2C,-1%,23%[38.3 µM],-0.9%,-17%[46.1 µM],3%,-8%,0%
O=C(O)CCN1C(=O)C2C3C=CC(C3)C2C1=O (stereo unspecified),.,4%[38.3 µM],3.0%,0%[46.1 µM],0%,6%,-4%
CCCC(C(=O)NCC1CCCO1)N(Cc1ccco1)C(=O)CNS(=O)(=O)c1ccc(F)cc1 (stereo unspecified),.,17%[38.3 µM],-1.0%,1%[46.1 µM],6%,7%,-3%
Cc1ccc(C(=O)NC2CC3CCCC(C2)N3C(=O)NC2CCCCC2)cc1 (stereo unspecified),-8%,13%,-1.0%,-9%[46.1 µM],0%,-2%,2%
CCOC(=O)c1cc(-c2ccccc2)n(CC(=O)O)c1C,12%,24%[38.3 µM],-1.1%,-1%[46.1 µM],-14%,10%,2%
# The list continues:
SMILES,L3MBTL1 block,IMPase Li inh,Epigenetic reg,NPSR antag,CBFb RUNX1 block,HttQ103 aggreg,Luc counter
CN1C(C(=O)NCc2ccccc2)CC2Cn3c(nc4cc(Cl)c(Cl)cc43)C21 (stereo unspecified),.,.,10%,-2%,10%,-4%[9.22 µM],.
CC1(C)C(=O)OC(/C=C\c2cccc([N+](=O)[O-])c2)C(C)(C)C1=O (stereo unspecified),-13%,1%,-0.9%[10.1 µM],-7%,-6%,5%[9.22 µM],-2%
O=C(Nc1ccc(OC(F)(F)F)cc1)c1cnc2n(c1=O)CCS2,-9%,25%[38.3 µM],0.0%,-10%[46.1 µM],10%,?,1%
COc1cc2cc(Oc3ccc4ccc(=O)oc4c3)c(=O)oc2cc1OC1OC(COC(=O)CC(C)(O)CC(=O)O)C(O)C(O)C1O (stereo unspecified),-7%,1%,-2.9%,7%,4%[2.36 µM],0%,-2%
Cc1ccc(C2CC(c3ccccc3OC(F)F)Nc3ncnn32)cc1 (stereo unspecified),4%,4%[38.3 µM],0.9%,-6%[46.1 µM],7%,12%,-4%
O=C(Nc1ccccc1C(=O)N1CCOCC1)c1ccncc1,7%[11.4 µM],-2%[38.3 µM],0.0%,2%[46.1 µM],3%,-11%,1%

# Bioassay records (PubChem BioAssay)
